High-throughput results deposited in PubChem by National Center for Advancing Translational Sciences (NCATS).
Pin1 inh: inhibitors of human Pin1 | Q13526 | Pin1 FP peptide displacement, HiFluor488, 10 min | Potency, µM (doses to about 115 µM), without a hit: top-dose activity, negative = inhibition, actives largely listed as inhibitors | hit rate 0.009% among 390,000 | AID 504891; active = well fitted inhibition curve with a large enough effect in the polarisation, with a control signal flat, not every such curve was filed as active; inconclusive = small, poorly fitted or top-dose-only effect, or effect the other way, or a change in a side signal; inactive = no such curve, though single readings can be large or run the other way; the % refers to the polarisation; also: potency is read from the fitted curve at half-maximal effect; % is scaled to controls: 0 for no effect and ±100 for the full control effect
Target sequence (Q13526 whole entry, looked up): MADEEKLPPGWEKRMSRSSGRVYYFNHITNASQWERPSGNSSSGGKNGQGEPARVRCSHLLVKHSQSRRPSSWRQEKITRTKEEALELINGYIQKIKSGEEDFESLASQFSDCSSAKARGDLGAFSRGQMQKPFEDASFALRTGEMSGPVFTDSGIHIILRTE
USP1-UAF1 inh: USP1/UAF1 (human) deubiquitinase inhibition | hit rate 0.23% among 390,000 | O94782 | recombinant USP1/UAF1, Ub-Rhodamine cleavage fluorescence | Potency, µM (series often up to 57.1 µM), without a hit: top-dose activity change, negative = inhibition, actives largely listed as inhibitors | AID 743255; also: potency is read from the fitted curve at half-maximal effect; % is scaled to controls: 0 for no effect and ±100 for the full control effect; nearly all actives have a fitted effect of over 60% in size; inactives centre near -12
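Step one: compound is pinned into 1nM USP1/UAF1 in HEPES pH 7.8 buffer with TCEP. Step two: 15 min room-temperature incubation. Step three: Ub-Rho (150nM final) starts cleavage, tracked by fluorescence over six one-minute reads.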
TRHR enhancer: allosterically enhances the human TRH receptor | hit rate 0.66% among 360,000 | enhancement, % at 2 µM | P34981 | TRHR cells, fluo-8 calcium fluorescence, EC20 TRH enhancement; in the data active = enhancement above about 30%; also: 0% is about no effect
Target sequence (P34981 whole entry, looked up): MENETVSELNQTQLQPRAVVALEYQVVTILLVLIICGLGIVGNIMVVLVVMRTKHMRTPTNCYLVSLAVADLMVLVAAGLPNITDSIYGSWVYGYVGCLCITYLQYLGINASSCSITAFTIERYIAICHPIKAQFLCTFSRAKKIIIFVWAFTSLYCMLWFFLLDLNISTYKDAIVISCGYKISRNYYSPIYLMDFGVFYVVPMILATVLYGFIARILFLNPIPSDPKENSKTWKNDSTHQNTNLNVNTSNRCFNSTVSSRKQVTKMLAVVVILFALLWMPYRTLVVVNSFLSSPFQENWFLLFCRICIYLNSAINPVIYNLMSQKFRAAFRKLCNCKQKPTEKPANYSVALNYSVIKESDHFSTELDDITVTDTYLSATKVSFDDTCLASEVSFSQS
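Enhancer read-out: after compound pinning and an initial kinetic agonist-mode read, an EC20 of TRH (10 nM final) was injected and fluo-8 calcium signal (Ex 480/Em 530) followed at 1 s/cycle for 100 cycles in TRHR-expressing cells.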
TrxR1 inh: rat TrxR1 inhibition; hit rate 1% among 390,000; O89049; recombinant rTrxR1, NADPH fluorescence consumption, selenite substrate; Potency, µM (series often up to 114 µM), inactives show at the highest dose activity change, negative = inhibition, most hits filed as inhibitors; also: potency is read from the fitted curve at half-maximal effect; % is scaled to controls: 0 for no effect and ±100 for the full control effect; nearly all actives have a fitted effect of over 65% in size
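Rat TrxR1 (90 nM in the dispensed reagent) was pre-reduced with 400 uM NADPH for 5 min at room temperature, then incubated with compound for 15 min. After 400 uM selenite was added, NADPH fluorescence (Ex 340/Em 450 nm) was followed for 8 min.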
IDH1 R132H inh: inhibitors of human mutant IDH1 R132H; AID 602179; Potency, µM (doses to about 76.6 µM), without a hit: at the top dose activity change, negative = inhibition, actives largely listed as inhibitors; hit rate 0.093% among 390,000; IDH1-R132H enzyme, NADPH consumption, diaphorase/resazurin fluorescence; also: potency is read from the fitted curve at half-maximal effect; % is scaled to controls: 0 for no effect and ±100 for the full control effect; nearly all actives have a fitted effect of over 65% in size
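IDH1-R132H (0.5 ug/mL) preincubated 30 min with compound, then NADPH (0.016 mM) and alpha-KG (2 mM) added; 80 min at RT, pH 7.5. Remaining NADPH coupled via diaphorase/resazurin to fluorescence (540/590 nm); concentration-response curves normalized to no-enzyme control.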
TRHR ag: agonists of human TRH receptor | P34981 | hit rate 0.18% among 360,000 | activation, % at 2 µM | TRHR cells, calcium flux fluo-8, FDSS agonist mode; in the data active = activation above about 30%; also: 0% is about no effect
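Read-out: compound-evoked intracellular calcium rise in TRHR cells, fluo-8 dye, kinetic FDSS fluorescence at 1 s/cycle following a 10-cycle baseline. Cells cultured overnight before dye loading (30 min–1.5 h, RT).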
D2 antagonist: D2 dopamine receptor (human) antagonism | P14416 | HEK293 TREx D2 cells, calcium flux, dopamine EC80 | inhibition, % at 10 µM | hit rate 2% among 340,000; in the data active = inhibition above about 30%; also: 0% is about no effect
Target sequence (P14416 whole entry, looked up): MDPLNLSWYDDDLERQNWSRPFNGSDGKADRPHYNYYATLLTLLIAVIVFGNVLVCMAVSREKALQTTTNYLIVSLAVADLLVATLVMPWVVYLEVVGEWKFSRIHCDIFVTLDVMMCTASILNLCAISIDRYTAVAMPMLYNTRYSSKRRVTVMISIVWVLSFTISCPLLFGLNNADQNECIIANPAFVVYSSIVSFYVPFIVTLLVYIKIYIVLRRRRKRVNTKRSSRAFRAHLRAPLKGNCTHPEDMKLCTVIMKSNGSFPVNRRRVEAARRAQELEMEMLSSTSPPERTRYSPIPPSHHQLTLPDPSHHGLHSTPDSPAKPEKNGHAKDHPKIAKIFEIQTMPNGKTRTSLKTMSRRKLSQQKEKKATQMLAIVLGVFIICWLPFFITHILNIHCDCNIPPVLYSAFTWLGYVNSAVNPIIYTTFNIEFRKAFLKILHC
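Calcium mobilization kinetics were recorded at 1 s intervals in tetracycline-induced HEK293 T-REx D2 cells, first for 180 s after compound addition and then 180 s after EC80 dopamine.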
D2 agonist: agonists of human D2 dopamine receptor | AID 485358 | hit rate 0.53% among 340,000 | P14416 | activation, % at 2 µM | HEK293 T-REx D2 cells, calcium flux agonist mode;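 active = activation over 3 SD above normal in the single-dose calcium agonist read, cut at about 30% in these data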; also: 0% is about no effect
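Agonism is scored from calcium flux in a force-coupled, inducible HEK293 cell line expressing D2, read kinetically for 180 s after compound addition against dopamine controls.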
TrxR1 substrate: rat thioredoxin reductase 1 substrate activity; O89049; purified TrxR1 substrate turnover, NADPH consumption readout; Potency, µM (highest dose often 114 µM), for inactives: at the highest dose activity change, negative = substrate turnover; hit rate 0.01% among 390,000; AID 588456; also: potency is read from the fitted curve at half-maximal effect; % is scaled to controls: 0 for no effect and ±100 for the full control effect; nearly all actives have a fitted effect of over 50% in size
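Rat TrxR1, dispensed at 90 nM, was prereduced with 400 uM NADPH (final) for 5 min at ~22 deg C, then incubated with compound 15 min before 400 uM selenite. A first-read NADPH fluorescence drop versus no-compound background flagged substrates.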
The depositor's hits bear a star; ? = inconclusive; / = no result given; & = joins results of further samples; [ ] = another dose, or the depositor's remark. Unless noted, calls follow the shape of the dose curve; as a rule, active = well fitted inhibition curve with a large enough effect; inconclusive = small, poorly fitted or top-dose-only effect; inactive = no such curve, though single readings can be large or run the other way.

SMILES	Pin1 inh	USP1-UAF1 inh	TRHR enhancer	TrxR1 inh	IDH1 R132H inh	TRHR ag	D2 antagonist	D2 agonist	TrxR1 substrate
Cc1ccc(NC(=O)CCCn2c(=O)[nH]c3ccsc3c2=O)cc1	-2%	-6%	4	14%[57.1 µM]	12%	-0.1	6	-0.4	-10%
O=C(O)CC1=C(Nc2ccccc2)C(=O)N(c2ccccc2)C1c1ccc(Br)cc1 (stereo not drawn)	0%	-14%	0	5%[57.1 µM]	-1%	0.2	6	0.4	10%[57.1 µM]
O=C(c1ccc(S(=O)(=O)N2CCOCC2)cc1)N(c1ccc(F)cc1)C1C=CS(=O)(=O)C1 (stereo not drawn)	-4%	7%	-5	11%	-8%	0.7	4	-0.7	8%
COc1cc(C=NOC(=O)Nc2ccccc2)cc(OC)c1OC	-5%	-29%	/	-12%	8%	/	/	/	-6%
Cc1ccc(OCC(=O)NC2CC(C)(C)NC(C)(C)C2)c(C)c1	?	1%	1	0%	-13%	0.0	2	0.3	-5%
O=C(C[C@H]1C/C=C\CC[C@H](Cc2ccc(F)cc2)C(=O)OC[C@@H]2CCCN2C1=O)N[C@H](CO)Cc1ccccc1	-9%	-23%	/	16%	10%	/	/	/	4%
COC(=O)Cc1nnc(SCC(=O)Nc2ccccc2)c2ccccc12	-6%	-16%	-11	50µM*	-9%	-0.9	-29	0.0	-6%
CN(Cc1ccccc1)C(=O)COC(=O)c1cc2ccccc2oc1=O	-12%	-9%	/	14%	26%	/	/	/	20%
CC(C)Cn1c(-c2ccc(Cl)cc2)cnc1SCC(=O)N1CCOCC1	?	-16%	-8	0%[57.1 µM]	5%	-0.6	/	/	-4%[57.1 µM]
CCCc1cc2c(cc1NC(=O)c1ccc(C(C)(C)C)cc1)OCO2	9%	-22%	5	-11%	10%	0.0	-2	-0.7	-14%
NC(=O)Cn1nc([N+](=O)[O-])nc1Oc1ccccc1F	-1%	-15%	13	15%[57.1 µM]	7%	0.6	-9	1.0	10%[57.1 µM]
CCCCC(=O)Nc1nnc(S(=O)(=O)N(CC)c2ccccc2)s1	0%	-21%	1	21%	-11%	0.2	28	-0.3	3%
CSc1ncc(C(=O)NCCCc2ccccc2)c(C)n1	3%	-6%	17	4%	-1%	-0.4	-25	0.0	-2%
COCCNC(=O)/C(C#N)=C/c1ccc(C(=O)O)cc1	-8%	-9%	8	13%[57.1 µM]	8%	1.8	0	1.3	6%[57.1 µM]
COc1cc(OC)cc(C(=O)Nc2ccc(N3CCOCC3)cc2N2CCOCC2)c1	1%	-20%	-10	12%	5%	-0.3	-16	0.0	1%
Cc1cc(C)n(CC(=O)N/N=C/c2c[nH]c3ccccc23)n1	7%	-3%	-9	17%[57.1 µM]	3%	-0.8	-9	0.2	-6%[57.1 µM]
COc1ccc(S(=O)(=O)Nc2cccc3c2O[C@H](CN(C)C(=O)Nc2ccc4c(c2)OCO4)[C@@H](C)CN([C@H](C)CO)C3=O)cc1	-1%	-20%	/	-9%	26%	/	/	/	-7%
COCc1ccc(C(=O)NC2CC(C)(C)Cc3c2cnn3-c2ccc(OC)cc2)o1 (stereo not drawn)	1%	?	-2	14%	-10%	-0.4	-11	0.5	6%
Cn1c(C(=O)OC(C(=O)NCc2ccco2)c2ccncc2)cc2sccc21 (stereo not drawn)	0%	-24%	-1	10%	4%	0.3	-5	-0.2	2%
CCOC(=O)NNC(=O)C1CCC(C)CC1 (stereo not drawn)	-8%&1%	-9%&4%	-3&-4	14%&10%	7%&28%	0.3&-0.1	/	-1.0	-4%
CCC1(C)Cc2c(sc3c2c(=O)n(C)c2nnc(SCc4ccccc4)n32)CO1 (stereo not drawn)	-1%	-17%	3	-10%[57.1 µM]	-4%	-1.1	-3	0.3	-1%[57.1 µM]
CCc1nc2cccnc2n1-c1ccc(CC(=O)O)cc1	?	-12%	4	6%[57.1 µM]	2%	0.6	9	0.0	14%[57.1 µM]
Cc1ccc(-c2nn(C)c(=O)c3ccccc23)cc1S(=O)(=O)NCCN(C)C	3%	-13%	7	5%[57.1 µM]	-5%	1.5	1	1.0	1%[57.1 µM]
Cc1ccc(CSCC(=O)N2CCOCC2)cc1	-5%	-6%	6	14%[57.1 µM]	4%	-0.7	3	0.4	11%[57.1 µM]
CCOc1ccccc1CNC(=O)C1CCN(c2nn3c(=O)cc(C)nc3s2)CC1	3%	-10%	4	5%	-8%	-0.2	-4	-0.3	-9%
CC(=O)c1nn(-c2ccccc2)cc1C(=O)c1ccc(C)cc1	-2%	-4%	/	36%[57.1 µM]	10%	/	/	/	-13%[57.1 µM]
Cc1oc(-c2ccc(C(=O)Nc3cc(F)ccc3F)cc2)nc1COc1ccccc1	-1%	-16%	-4	-2%	3%	-0.2	/	0.5	-3%
COc1ccc(-c2cc(C)no2)cc1S(=O)(=O)NCc1ccc(OC(C)C)cc1	-2%&-1%	?	-5&3	-4%	-2%&9%	0.2&-0.1	5	-0.3&-0.2	-3%
NC(=S)N/N=C/c1ccccc1OC(=O)/C=C/c1ccccc1	5%	-17%	1	-2%	10%	-0.3	-1	-1.7	-2%
COc1cc(C(=O)c2ccccc2C(=O)O)c(OC)c2c1CCCC2	-3%	-15%	/	-9%	2%	/	/	/	-7%
CCOc1ccc(C(=O)c2cn(CC(=O)Nc3ccc4c(c3)OCO4)c3ccc(OCC)cc3c2=O)cc1	-3%	-10%	0	14%	6%	0.9	/	0.5	4%
CC(=O)c1ccc(Sc2ccccn2)c([N+](=O)[O-])c1	7%	-19%	-1	11%[57.1 µM]	5%	-0.8	6	-0.1	-2%
C[C@H]1O[C@H](O[C@H]2[C@H](O[C@@H]3CC[C@@]4(C)C(CC[C@]5(C)C4CC=C4[C@@H]6CC(C)(C)CC[C@]6(C(=O)O[C@@H]6O[C@H](CO)[C@@H](O)[C@H](O)[C@H]6O)CC[C@]45C)C3(C)C)O[C@H](C(=O)O)[C@@H](O)[C@@H]2O)[C@@H](O)[C@@H](O)[C@@H]1O (stereo partly drawn)	6%	-8%	-4	9%[57.1 µM]	18%	0.0	-2	-1.0	8%
COc1ccc(-c2noc(CSc3nc4ccc(C)cc4[nH]3)n2)cc1	27%	-12%	-5	13%	7%	1.5	/	-0.5	-7%
CC(C)NC(=O)NC(=O)CSc1nnc(-c2ccccc2F)n1N	0%	-26%	1	12%	0%	0.2	26	1.5	3%
NS(=O)(=O)c1ccc(NC(=O)c2cccc3ccccc23)cc1	5%	-16%	-4	20%	-7%	-0.1	0	-0.2	3%
Cc1cc(C)cc(NC(=S)/C(=C(\[O-])c2ccc(Cl)cc2Cl)[n+]2ccccc2)c1	-5%	-19%	1	0%	1%	-0.7	8	1.8	0%
COc1ccc(NC(=O)Cc2c(C(=O)O)n(C)c3ccccc23)cc1OC	-5%	-3%	5	4%[57.1 µM]	2%	0.3	2	-0.2	-8%
Nc1ccc(-c2nc3ncccc3o2)cc1	-5%	-12%	2	31%[11.4 µM]	0%	0.0	33*	0.1	/
COc1ccc(C2C(C(=O)Nc3cc(C)on3)c3ccccc3C(=O)N2C)cc1 (stereo not drawn)	1%	-3%	-5	-3%	6%	0.0	9	0.5	0%
CC1CCc2cc(F)ccc2N1C(=O)c1cnc2sccn2c1=O (stereo not drawn)	-2%	-18%	5	-7%[57.1 µM]	12%	0.5	9	1.1	4%[57.1 µM]
CCOC(=O)CNC(=O)N1CCCC(CCC(=O)NCc2ccc(F)c(F)c2)C1 (stereo not drawn)	-2%	-5%	2	17%	0%	0.0	16	-1.5	7%
CC(NC(=O)C12CC3CC(CC(C3)C1)C2)C(=O)NCCN(C)C (stereo not drawn)	-2%	-15%	-3	-3%[57.1 µM]	4%	0.4	-13	0.4	-4%[57.1 µM]
NC(=O)C1CCN(c2ccc(C(F)(F)F)cc2[N+](=O)[O-])CC1	-7%	-6%	5	5%[57.1 µM]	3%	0.3	10	-0.7	5%[57.1 µM]
CC(=O)Nc1ccc(NC(=O)Cn2nc(C(=O)Nc3ccc(C)cc3)ccc2=O)cc1	?	-26%&-19%	-8&4	1%	-12%&-20%	1.2&0.3	5	0.5&0.3	-2%
COc1cccc(CN2CCN(Cc3ccc(C#CC(C)(C)O)s3)CC2CCO)c1 (stereo not drawn)	2%	-8%	-10	9%[57.1 µM]	3%	0.0	4	1.2	3%[57.1 µM]
COc1ccc(C)cc1S(=O)(=O)N(C)CC(=O)NCc1ccccn1	-2%	-20%	-3	29%[57.1 µM]	-1%	-0.8	19	-1.3	11%[57.1 µM]
COC(=O)C1=C(C)N(c2ccc(F)cc2)C(=O)C1	-10%	-13%	-1	?	7%	0.0	-19	0.9	-2%
CCOC(=O)c1ccccc1NC(=O)CSc1nnc(CC)n2c1cc1occc12	4%	4%	-5	17%	-3%	-0.6	/	-0.1	5%
Cc1cc(C)c2nc(NC(=O)c3cccc(S(=O)(=O)N4CCc5ccccc54)c3)sc2c1	3%	-18%	14	27%[57.1 µM]	2%	0.2	9	4.6	13%
Cc1cc(C)cc(NC(=O)C2CCCN(c3nnc(C)c4c(C)n(-c5ccccc5)nc34)C2)c1 (stereo not drawn)	-2%	-9%	6	14%	-18%	-0.1	/	-0.3	10%

Reprinted at random: 2 records from the list
SMILES	Pin1 inh	USP1-UAF1 inh	TRHR enhancer	TrxR1 inh	IDH1 R132H inh	TRHR ag	D2 antagonist	D2 agonist	TrxR1 substrate
Cc1cc(C)cc(NC(=O)C2CCCN(c3nnc(C)c4c(C)n(-c5ccccc5)nc34)C2)c1 (stereo not drawn)	-2%	-9%	6	14%	-18%	-0.1	/	-0.3	10%
COc1cccc(CN2CCN(Cc3ccc(C#CC(C)(C)O)s3)CC2CCO)c1 (stereo not drawn)	2%	-8%	-10	9%[57.1 µM]	3%	0.0	4	1.2	3%[57.1 µM]

This is a subset; count on the stated rates, not on these rows.
